Compound activity: PubChem, National Center for Advancing Translational Sciences (NCATS)
GLS inh: blocks human kidney-isoform glutaminase activity. O94925. GLS enzymatic activity, qHTS titration. Potency, µM (doses to about 45.5 µM), for the others: top-dose activity change, negative = inhibition, most hits filed as inhibitors. 410,000 compounds, 0.21% hits. AID 624170; note: potency is the fitted concentration of half-maximal effect; % is set by controls: 0 for no effect and ±100 for the full control effect
Target sequence (O94925 whole entry, looked up, canonical isoform): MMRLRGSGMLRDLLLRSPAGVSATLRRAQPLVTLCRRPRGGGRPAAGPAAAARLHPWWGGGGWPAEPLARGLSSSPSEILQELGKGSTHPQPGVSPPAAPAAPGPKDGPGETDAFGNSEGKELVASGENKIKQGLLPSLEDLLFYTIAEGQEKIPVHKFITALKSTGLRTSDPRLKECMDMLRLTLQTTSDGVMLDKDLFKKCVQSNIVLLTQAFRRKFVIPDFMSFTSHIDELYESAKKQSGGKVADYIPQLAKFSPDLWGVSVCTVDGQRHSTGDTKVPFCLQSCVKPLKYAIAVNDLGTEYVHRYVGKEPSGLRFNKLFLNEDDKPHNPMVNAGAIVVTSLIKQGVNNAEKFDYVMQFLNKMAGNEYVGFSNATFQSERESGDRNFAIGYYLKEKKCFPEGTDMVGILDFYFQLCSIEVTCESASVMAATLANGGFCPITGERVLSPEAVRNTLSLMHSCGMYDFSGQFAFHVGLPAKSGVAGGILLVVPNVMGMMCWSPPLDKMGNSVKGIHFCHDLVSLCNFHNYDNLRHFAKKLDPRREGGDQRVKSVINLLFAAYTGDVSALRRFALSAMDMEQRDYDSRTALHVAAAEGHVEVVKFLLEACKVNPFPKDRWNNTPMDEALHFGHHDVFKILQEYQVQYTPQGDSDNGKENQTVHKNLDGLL
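Glutamate formation by hKGA was monitored fluorometrically using coupled glutamate oxidase, HRP and Amplex Red. Substrate was added as 1 mM L-glutamine solution; incubation was 30 min at RT after an initial read.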
HP1b binding inh: HP1-beta chromodomain-methylated histone interaction inhibition | 390,000 compounds, 0.56% hits | AID 540317 | AlphaScreen HP1-beta / biotin-H3K9me3 peptide binding | Potency, µM (highest dose often 114 µM), for inactives: at the top dose activity change, negative = inhibition, usual class: inhibitors; note: potency is the fitted concentration of half-maximal effect; nearly all actives have a fitted effect of over 70% in size; inactives centre near 23
Target sequence (P83916 whole entry, looked up): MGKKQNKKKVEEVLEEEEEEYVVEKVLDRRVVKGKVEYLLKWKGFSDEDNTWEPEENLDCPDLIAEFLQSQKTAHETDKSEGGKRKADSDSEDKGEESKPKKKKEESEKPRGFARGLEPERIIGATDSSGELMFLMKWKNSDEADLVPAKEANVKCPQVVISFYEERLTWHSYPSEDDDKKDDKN
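Compound inhibition of the preformed complex between 50 nM HP1-beta and 50 nM biotinylated H3K9me3 peptide was read by AlphaScreen. Buffer was PBS pH 7.4 with 0.01% Tween-20. Incubations ran 30 min at room temperature, with 10 ug/mL donor/acceptor beads.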
G9a inh: G9a (human) methyltransferase inhibition; Potency, µM (series often up to 102 µM), for inactives: at the top dose activity, negative = inhibition, most hits filed as inhibitors; AID 504332; Q96KQ7; G9a H3K9 monomethylation, AlphaScreen, 2 h; 350,000 compounds, 8.8% hits; note: potency is the fitted concentration of half-maximal effect; % is set by controls: 0 for no effect and ±100 for the full control effect; nearly all actives have a fitted effect of over 75% in size
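Quantitative HTS format: methyltransferase activity on a biotin-tagged H3K9 peptide is measured by AlphaScreen, using a rabbit anti-monomethyl-H3K9 antibody with streptavidin donor and anti-IgG acceptor beads. Final levels are 20 nM enzyme, 500 nM peptide, 20 uM SAM; 2 h RT.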
BAZ2B inh: inhibitors of human BAZ2B bromodomain; Q9UIF8; AlphaScreen BAZ2B-H3K14Ac peptide displacement; Potency, µM (titrated, usually from 114 µM), for inactives: at the highest dose activity change, negative = inhibition, actives largely listed as inhibitors; 360,000 compounds, 4.4% hits; note: potency is the fitted concentration of half-maximal effect; % is set by controls: 0 for no effect and ±100 for the full control effect; nearly all actives have a fitted effect of over 60% in size
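Inhibition is scored as reduced AlphaScreen emission. The BAZ2B/b-H3(5-23)K14Ac complex (50 nM each) in PBS pH 7.4, 0.01% Tween-20 meets compound (up to 110 uM) for 30 min at RT before bead addition.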
ERG-DNA inh: inhibitors of human ERG Ets domain-DNA interaction | Potency, µM (highest dose often 76.9 µM), without a hit: at the top dose FP activity, negative = inhibition, usual class: inhibitors | 370,000 compounds, 0.028% hits | fluorescence polarization, His-ERG Ets domain / labelled DNA | AID 624246; active = well fitted inhibition curve with a large enough effect in the polarisation, with a control signal flat; inconclusive = small, poorly fitted or top-dose-only effect, or effect the other way, or a change in a side signal; inactive = no such curve, though single readings can be large or run the other way; the % refers to the polarisation;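 note: polarization taken with two DNA probes labelled with fluorescein and Texas red; potency is the fitted concentration of half-maximal effect; % of control where 0% means no effect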
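His-tagged ERG Ets domain (1 uM in the protein solution; 300mM KCl, 50mM Tris-HCl, 1mM EDTA, 1mM DTT, pH 7.5) received compound, then a probe mix of 5 nM fluorescein-DNA and 100nM Texas-615-DNA. Fluorescence polarization was read for both dyes.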
PI4K2A block: PI4K2A (human) kinase inhibition; purified PI4K2A, ADP-Glo luminescence, 1 h; active compounds read low; Q9BTU6; activity change, negative = inhibition, % at 76.9 µM; AID 1346378; 420,000 compounds, 0.13% hits; in the data active = activity change below about -50%; inconclusive = mostly about -30% to -49%;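 note: -100% = wells without enzyme as full effect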
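ADP-Glo luminescence measured ADP generated by PI4K2A enzyme (4 ug/mL before mixing) with 1.2 mM PI substrate (pre-mix) and 300 microM ATP (pre-mix). Tris pH7.5 buffer with MgCl2, Triton X-100; 1 h reaction at ambient temperature.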
JMJD2A Tudor inh: inhibitors of human JMJD2A Tudor domain; O75164; AlphaScreen JMJD2A-Tudor / H3K4me3 peptide binding; Potency, µM (titrated, usually from 114 µM), without a hit: at the top dose activity change, negative = inhibition, most hits filed as inhibitors; 390,000 compounds, 4.4% hits; AID 504339; note: potency is the fitted concentration of half-maximal effect; % is set by controls: 0 for no effect and ±100 for the full control effect; nearly all actives have a fitted effect of over 50% in size
Pin1 inh: inhibitors of human Pin1; Q13526; Pin1 FP peptide displacement, HiFluor488, 10 min; Potency, µM (doses to about 115 µM), without a hit: top-dose activity, negative = inhibition, most hits filed as inhibitors; 390,000 compounds, 0.009% hits; AID 504891; active = well fitted inhibition curve with a large enough effect in the polarisation, with a control signal flat, not every such curve was filed as active; inconclusive = small, poorly fitted or top-dose-only effect, or effect the other way, or a change in a side signal; inactive = no such curve, though single readings can be large or run the other way; the % refers to the polarisation; note: potency is the fitted concentration of half-maximal effect; % is set by controls: 0 for no effect and ±100 for the full control effect
Target sequence (Q13526 whole entry, looked up): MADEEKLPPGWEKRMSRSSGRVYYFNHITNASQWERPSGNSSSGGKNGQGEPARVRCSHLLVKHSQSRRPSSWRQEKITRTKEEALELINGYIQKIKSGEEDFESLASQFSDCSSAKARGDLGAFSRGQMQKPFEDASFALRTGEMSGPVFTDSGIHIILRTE
PGK inhibitor: T. brucei PGK inhibition. P07378. PGK/GAPDH coupled, Kinase-Glo luminescence, 60 min. Potency, µM (top dose mostly 57.5 µM), without a hit: at the highest dose activity change, negative = inhibition, hits mostly inhibitors. 380,000 compounds, 0.043% hits. AID 602233; note: potency is the fitted concentration of half-maximal effect; % is set by controls: 0 for no effect and ±100 for the full control effect; nearly all actives have a fitted effect of over 60% in size
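Recombinant glycosomal PGK reaction used 1,3-bisphosphoglycerate generated in-well by GAPDH (100nM final) in 100mM TEA pH 7.6, 5mM MgCl2, 0.01% Tween-20. After 60 minutes at room temperature, ATP was read by Kinase-Glo Plus luminescence end-point.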
Numbers without * were called inactive; i = inactive; ? = inconclusive; . = no result given; [ ] = dose if it differs, or a comment. Unless noted, calls come from the whole dose curve; as a rule, active = well fitted curve in the direction sought with a large enough effect; inconclusive = small, poorly fitted or top-dose-only effect, or another doubt; inactive = no such curve, though single readings can be large; an effect the other way counts as inactive or inconclusive.

#1 CCOC(=O)C1=C(COC(=O)c2cc(OC)c(OC)cc2[N+](=O)[O-])NC(=O)NC1C (stereo unspecified)
#2 COc1cc(/C=N/NC(=O)C(Cc2c[nH]c3ccccc23)NC(=O)OCC(C)C)cc([N+](=O)[O-])c1O (stereo unspecified)
#3 COc1ccc(N2C(=O)CC(Sc3n[nH]c(-c4ccccc4)n3)C2=O)cc1 (stereo unspecified)
#4 CCN(C(=O)Cn1c(C(=O)OC)cc2sccc21)c1cccc(C)c1
#5 COc1ccc(N2CC(NS(=O)(=O)c3ccc4ccccc4c3)CC2=O)cc1OC (stereo unspecified)
#6 Cc1csc(NC(=O)c2ccc(Cl)nc2)n1
#7 Cc1ccc(O)c(NC(=O)c2cc(-c3cccs3)on2)c1
#8 O=C(CN(c1ccccc1)S(=O)(=O)c1ccc(F)cc1)NC1CCCCCC1

Compound,1,2,3,4,5,6,7,8
PGK inhibitor,4%,-4%,8%,-1%,-10%,0%,-1%,-2%
JMJD2A Tudor inh,-6%,?,5µM*,-18%,-21%,5%,-8%,1%
ERG-DNA inh,9%,-5%,9%,-1%,4%,-4%,1%,3%
PI4K2A block,-1,4,-2,-4,-5,-2,-3,4
BAZ2B inh,-1%,50µM*,-12%,-3%,3%,-2%,2%,-17%
HP1b binding inh,22%,-30%,?,17%,-8%,41%[activator],21%,17%
GLS inh,4%,7%,?,-4%,1%,-9%,2%,-8%
Pin1 inh,-9%,4%,0%,5%,-15%,-6%,-5%,-5%
G9a inh,-5%,?,.,-2%[59 µM],8%,0%,-12%,23%[59 µM]

#9 CCOC(=O)C1CCN(C(=O)c2cc3cc(F)ccc3[nH]2)CC1
#10 COc1ccc2c(c1)CCc1c(C(=O)Nc3ccc(OC)c(OC)c3)noc1-2
#11 Cc1cccc(C(=O)C2CCN(S(=O)(=O)c3cccc(C(=O)O)c3)CC2)c1
#12 Cc1ccc(NC(=O)CN2CCN(C(=O)C3CCCO3)CC2)c(C)c1 (stereo unspecified)
#13 O=c1c2ccccc2nnn1Cc1ccc2ccccc2c1
#14 CCOC(=O)c1c(-c2cccs2)csc1NC(=O)CN1CCOCC1
#15 O=C(N/N=C/c1ccc(OC(F)F)cc1)c1cccc(S(=O)(=O)N2CCOCC2)c1
#16 Cc1ccccc1NC(=S)N(Cc1ccco1)C(C)c1cccs1 (stereo unspecified)

Compound,9,10,11,12,13,14,15,16
PGK inhibitor,4%,-3%,-1%,3%,-9%,7%,-6%,-14%
JMJD2A Tudor inh,-20%,-20%,-18%,3%,55%[activator],13%,-8%,-22%
ERG-DNA inh,1%,0%,8%,-4%,-2%,0%,-1%,-3%
PI4K2A block,-3,-2,-3,4,-2,9,2,-2
BAZ2B inh,-14%,0%,-6%,-3%,10%,-6%,-13%,-38%
HP1b binding inh,20%,5%,46%[activator],46%[activator],33%[activator],37%,38%[activator],43%[activator]
GLS inh,0%,-13%,-11%,9%,2%,-1%,2%,-2%
Pin1 inh,-1%,-8%,-3%,2%,-1%,-5%,0%,0%
G9a inh,24%,3%[59 µM],-16%,27%,7%,11%[59 µM],-1%,-12%[59 µM]

#17 Cc1ccc(S(=O)(=O)Cc2ccc(C(=O)N3CCN(c4cccc(Cl)c4)CC3)o2)cc1
#18 Cc1cccc(NC(=S)Nc2ccc(Cl)c(Cl)c2)c1
#19 Clc1ccccc1CSc1nnc(-c2ccncc2)o1
#20 Cc1ccc(SCC(=O)Nc2ccc3oc(-c4cccc(C)c4)nc3c2)cc1
#21 CCOc1ccc(N(CC(=O)NC(C)(C)C)C(=O)CCC(=O)Nc2nccs2)cc1
#22 CCN(C(=O)Cn1nc(C(=O)O)c2ccccc2c1=O)C1CCCCC1
#23 COc1cc(NC(=O)CSc2nc(C)cs2)cc(OC)c1
#24 COc1ccc(C2C(C(=O)c3cccs3)=C(O)C(=O)N2c2cccc(C)n2)cc1 (stereo unspecified)

Compound,17,18,19,20,21,22,23,24
PGK inhibitor,-6%,-12%,3%,.,i,i,-2%,-1%
JMJD2A Tudor inh,?,-1%,-11%,-8%,0%,-11%,6%,-18%
ERG-DNA inh,0%,23%,0%,-1%,12%,15%,.,0%
PI4K2A block,-7,-12,-4,-2,-2,-7,-1,-1
BAZ2B inh,.,-15%,-2%,-4%,9%,.,33%[activator],-29%
HP1b binding inh,2%,32%,33%[activator],30%[activator],48%[activator],8%,15%,0%
GLS inh,-3%,12%,-4%,5%,4%,9%,2%,16%
Pin1 inh,4%,4%,0%,24%,2%,4%,2%,8%
G9a inh,-36%[59 µM],3%,47%,-6%[59 µM],6%,-2%,34%[12.7 µM],?

Some of the entries above, set out differently:
Values in the order – PGK inhibitor	JMJD2A Tudor inh	ERG-DNA inh	PI4K2A block	BAZ2B inh	HP1b binding inh	GLS inh	Pin1 inh	G9a inh
#22 CCN(C(=O)Cn1nc(C(=O)O)c2ccccc2c1=O)C1CCCCC1
  i	-11%	15%	-7	.	8%	9%	4%	-2%
#23 COc1cc(NC(=O)CSc2nc(C)cs2)cc(OC)c1
  -2%	6%	.	-1	33%[activator]	15%	2%	2%	34%[12.7 µM]
#24 COc1ccc(C2C(C(=O)c3cccs3)=C(O)C(=O)N2c2cccc(C)n2)cc1 (stereo unspecified)
  -1%	-18%	0%	-1	-29%	0%	16%	8%	?

(continued)
#25 O=C(NCCC1=CCCCC1)c1ccc(F)cc1
#26 O=C(NC1CCCCC1)C(c1ccccc1)N(Cc1ccco1)C(=O)Cn1cnc2ccccc21 (stereo unspecified)
#27 CC(=O)Nc1ccc(S(=O)(=O)N2CCC(C(=O)NCCc3ccc(Cl)cc3)CC2)cc1
#28 O=C1c2ccccc2C(=O)N1CN(C(=O)COc1ccccc1)c1ccc(F)cc1
#29 O=C(Nc1nnc(C(F)(F)F)s1)c1c(F)cccc1F
#30 O=C(Nc1ccc2nc3n(c(=O)c2c1)CCCCC3)C(=O)N1CCN(c2ccc(F)cc2)CC1
#31 CCCNC(=S)Nc1ccc(Cl)cc1Cl
#32 Cc1nnsc1C(=O)N1CCCC(Nc2ccc(F)c(F)c2)C1 (stereo unspecified)

Compound,25,26,27,28,29,30,31,32
PGK inhibitor,-10%,-7%,-9%,-5%,8%,-5%,-3%,5%
JMJD2A Tudor inh,6%,-13%,-15%,-10%,-8%,20µM*,-4%,-18%
ERG-DNA inh,-9%,-5%,6%,.,-4%,-10%,1%,6%
PI4K2A block,0,2,-2,-1,-3,-4,2,10
BAZ2B inh,12%,-39%,3%,-1%,1%,-20%,2%,-6%
HP1b binding inh,47%,8%,0%,35%,22%,?,37%,23%
GLS inh,1%,-10%,-1%,-1%,-1%,?,4%,17%
Pin1 inh,-1%,-6%,0%,-5%,-3%,-6%,-1%,-4%
G9a inh,11%[59 µM],?,-3%,-21%,-2%,0%,15%,-7%[0.501 µM]

#33 Cc1ccc(C(=O)Nc2c(C(=O)Nc3ccc(C)c(C)c3)sc3nc(C)cc(C)c23)cc1
#34 O=C(NCCC1=CCCCC1)C1CCN(S(=O)(=O)c2ccccc2C(F)(F)F)CC1
#35 CCN(CC)S(=O)(=O)c1ccc(/C=C/C(=O)OCC(=O)NC(=O)C2COc3ccccc3O2)cc1 (stereo unspecified)
#36 CCC1CCCCN1C(=O)COC(=O)COc1ccc(Br)cc1 (stereo unspecified)
#37 N#CCC(=O)NC(=O)NCC1CC1
#38 Cc1cc(C)nc(SCC(=O)NNC(=O)c2ccccc2C)n1
#39 COc1ccccc1-c1cc(C(F)(F)F)nc(S(C)(=O)=O)n1
#40 Cc1ccc(NC(=O)c2ccc(=O)[nH]n2)cc1C
#41 O=C(COC(=O)c1ccccn1)NCc1ccccc1Cl
#42 COc1ccccc1NC=C1C(=O)OC2(CCCCC2)OC1=O

Compound,33,34,35,36,37,38,39,40,41,42
PGK inhibitor,-5%,0%,-8%,i,i,-2%,-2%,-11%,-8%,-2%
JMJD2A Tudor inh,-20%,-3%,-15%,-3%,3%,-3%,-8%,-9%,-23%,16%
ERG-DNA inh,0%,-17%,10%,-3%,10%,-3%,-4%,-7%,.,4%
PI4K2A block,1,4,4,-10,2,3,31,-4,2,4
BAZ2B inh,-7%,-19%,.,.,-3%,-29%,-6%,33%[activator],-4%,-1%
HP1b binding inh,19%,14%,22%,32%[activator],38%,29%,90%[activator],31%,20%,65%
GLS inh,2%,-2%,-1%,2%,4%,0%,6%,-6%,8%,-2%
Pin1 inh,3%,5%,12%,1%,0%,7%,4%,0%,5%,1%
G9a inh,11%[59 µM],15%,.,.,40µM*,-40%,?,9%,14%[59 µM],5%[59 µM]
